# Hsp70 act: Hsp70 transcriptional activation, primary screen. AID 1203. hit rate 0.04% among 200,000. activation, % at 10 µM. HeLa Hsp70 promoter luciferase reporter, luminescence; scaled: vehicle 0, proteasome-inhibitor control 100%;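 active = activation above the mean across all tested compounds plus 3 SD, cutoff set per campaign, cut at about 5.5% in these data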;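 also: 100% = MG132 at 30 µM as the positive control and 0% = DMSO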
# RAM inhibit: yeast RAM network inhibition; AID 868; S. cerevisiae dse1pr::URA3 reporter, 5-FOA growth OD615, 2 d; analog-sensitive cbk1-as2 kinase mutant strain; inhibition, % at 50 µM; hit rate 1.8% among 190,000;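 active = inhibition above a set limit, 3 SD over mean compound inhibition, cut at about 8.4% in these data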;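 also: 0% = DMSO-only wells with no growth and 100% = 10 µM 1-NA-PP1 full growth; inhibition rescues growth on 5-FOA so higher OD means more RAM inhibition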
# Efa HMGR inh: E. faecalis class II HMG-CoA reductase inhibition. purified E. faecalis HMGR, NADPH absorbance 340 nm kinetic. inhibition, % at 10 µM. hit rate 0.41% among 190,000. AID 1066;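 active = inhibition above a set limit, the median over all tested compounds plus 3 SD, cut at about 9.5% in these data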;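 also: enzyme runs in reverse so mevalonate oxidation gives rising NADPH absorbance; 0% = complete reaction with DMSO and 100% = background rate lacking mevalonate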
# TNAP inh hiacc: TNAP (human) inhibition, high acceptor; AID 1135; purified TNAP, CDP-star luminescence, 1 M DEA; inhibition, % at 20 µM; hit rate 0.03% among 200,000; P05186;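 active = over 50% inhibition of tissue-nonspecific alkaline phosphatase at 20 µM in the single-dose screen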;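 also: plate controls were DMSO wells for no effect and EDTA-quenched wells as full inhibition for full effect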
# Target sequence (P05186 whole entry, looked up): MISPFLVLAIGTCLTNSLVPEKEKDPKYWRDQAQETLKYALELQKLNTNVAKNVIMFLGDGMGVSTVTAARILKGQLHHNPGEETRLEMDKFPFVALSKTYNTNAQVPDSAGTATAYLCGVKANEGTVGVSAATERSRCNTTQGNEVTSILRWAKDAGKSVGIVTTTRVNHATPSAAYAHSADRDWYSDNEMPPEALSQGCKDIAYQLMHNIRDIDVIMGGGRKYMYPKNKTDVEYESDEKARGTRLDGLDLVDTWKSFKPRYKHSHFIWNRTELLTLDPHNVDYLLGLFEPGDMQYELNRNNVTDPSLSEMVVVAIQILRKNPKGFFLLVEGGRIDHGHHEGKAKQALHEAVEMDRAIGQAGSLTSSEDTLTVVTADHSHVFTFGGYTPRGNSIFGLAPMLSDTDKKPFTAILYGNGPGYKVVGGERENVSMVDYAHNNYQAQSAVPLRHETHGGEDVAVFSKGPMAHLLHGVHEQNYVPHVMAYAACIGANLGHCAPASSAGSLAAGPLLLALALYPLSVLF
# DTT redox prof: compounds producing H2O2 with reducing agent – biochemical, NIH compound library profiling, artefact control for MLSCN library redox annotation, primary screen | AID 878 | DTT-dependent redox cycling H2O2, phenol red/HRP absorbance; 100% = 100 µM peroxide control, 0% = buffer | activation, % at 10 µM | hit rate 0.03% among 200,000;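 active = activation of at least 50% relative to the plate's high and low controls in the primary single-dose screen; inactive = activation below 50%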;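 also: compound incubated with DTT at 0.8 mM final as the reducing agent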
# TNAP inh noacc: inhibitors of human TNAP without phosphate acceptor | purified TNAP, CDP-star luminescence, 30 min | hit rate 0.26% among 200,000 | P05186 | inhibition, % at 20 µM | AID 1012;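 active = tissue-nonspecific alkaline phosphatase inhibition above about 50% at 20 µM in the single-dose screen, limit read from the data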;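 also: 0% = DMSO negative control and 100% = EDTA positive control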
# PMI activator: activators of human phosphomannose isomerase; purified human PMI, coupled resazurin fluorescence, 20 min; active compounds read high; 1 = vehicle control, 0 substrate-free wells; activation factor at 20 µM; hit rate 0.005% among 190,000; AID 1214;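 active = activation factor of 2 or more at 20 µM, relative to plate controls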
# Target sequence (P34949 whole entry, looked up): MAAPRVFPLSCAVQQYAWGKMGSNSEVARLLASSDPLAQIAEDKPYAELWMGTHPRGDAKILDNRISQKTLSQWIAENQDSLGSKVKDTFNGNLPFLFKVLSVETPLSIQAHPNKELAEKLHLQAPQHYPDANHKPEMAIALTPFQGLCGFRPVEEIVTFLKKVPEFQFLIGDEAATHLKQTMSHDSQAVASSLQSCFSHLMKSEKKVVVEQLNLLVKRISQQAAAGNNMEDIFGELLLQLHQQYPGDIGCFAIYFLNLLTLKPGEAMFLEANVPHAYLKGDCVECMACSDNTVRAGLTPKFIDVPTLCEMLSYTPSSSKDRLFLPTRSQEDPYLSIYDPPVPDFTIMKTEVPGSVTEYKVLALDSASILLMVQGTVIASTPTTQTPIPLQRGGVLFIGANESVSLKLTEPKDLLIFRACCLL
# PMI act hi M6P: increases human PMI activity with near-saturating mannose 6-phosphate | hit rate 0.34% among 190,000 | P34949 | coupled PMI enzyme assay, resazurin fluorescence, 20 min; active compounds read high; 1 = untreated enzyme, 0 = substrate-free blank | AID 1216 | activation factor at 20 µM;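 active = activation factor of 2 or more at 20 µM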
#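 Test system: human phosphomannose isomerase with PGI, G6PDH, diaphorase coupling enzymes / Doses: 20 µM compound, 1% DMSO / Times: enzyme reaction with compound 20 min at room temperature / Measured by: Diaphorase-driven resazurin-to-resorufin fluorescence, excitation 544, emission 590 nm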
# Lmaj promast: inhibitors of Leishmania major promastigote growth | hit rate 9% among 200,000 | Leishmania major promastigotes, resazurin fluorescence viability | inhibition, % at 10 µM | AID 1063; in the data active = inhibition above about 50%;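 also: promastigotes grown with compound for 44 hours at 28 °C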
# S1P3 antagonist: antagonists of human S1P3 receptor; hit rate 0.27% among 170,000; inhibition, % at 4.98 µM; CHO S1P3 NFAT-BLA reporter, FRET fluorescence, antagonist mode;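 active = inhibition above the plate cutoff, the mean inhibition of test wells on that plate plus 3 SD, cut at about 28% in these data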;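 also: cells challenged with S1P at its EC80 of 0.8 µM; blue over green emission ratio from cleaved BLA substrate after 4 h stimulation; 0% = S1P-stimulated wells and 100% = unstimulated DMSO-only wells; some compounds past the cut are filed as inactive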
# Active calls of the source: *; x = not tested or not shown.
SMILES,Hsp70 act,RAM inhibit,Efa HMGR inh,TNAP inh hiacc,DTT redox prof,TNAP inh noacc,PMI activator,PMI act hi M6P,Lmaj promast,S1P3 antagonist
NC(=O)C1Cc2ccccc2CN1S(=O)(=O)c1cccs1 (stereo unspecified),1.1,-0.2,9.7*,-6,0.5,-14,1.1,1.1,-6,-21
CC(=O)Nc1cc(C(=O)N2CCCC2)ccc1Sc1ccc(Cl)cc1,-0.1,0.5,1,-5,0.1,-13,1,1.1,-4,x
CCOc1ccccc1N1CCN(CC(=O)NCCc2ccc(S(N)(=O)=O)cc2)CC1,-0.3,0.9,1,-7,-0.8,-2,1,1,3,-23
CC(C)(C)NC(=O)c1cccnc1Sc1ccccc1,-0.4,2.2,-3,0,-1.6,1,1,0.9,-4,5
CCn1c(SCC(=O)Nc2ccccc2C(=O)OC)nnc1-c1ccc(N)cc1,0.1,0.8,3,-7,2.1,-3,1.1,1.1,6,x
COc1ccccc1C(c1nnnn1C(C)(C)C)N1CCN(Cc2ccncc2)CC1 (stereo unspecified),0.0,2.7,-3,-5,-3.7,-12,1,1,7,9
N/C(Cc1cccs1)=N\OC(=O)COc1ccccc1Cl,-0.1,-0.8,-2,-3,-0.1,-9,1,1,-5,x
O=C(NCc1ccccc1)Nc1cccn(Cc2ccc(F)cc2)c1=O,-0.3,3.8,-2,2,-0.2,-6,0.9,0.9,3,-14
O=C(Cc1c(F)cccc1Cl)Nc1ccncc1,0.0,2.5,2,-5,-2.3,-16,1,1,6,3
Cc1cccc(NC(=S)NCc2ccc3c(c2)OCO3)c1C,-0.1,0.1,-3,-10,0.1,-7,1,0.9,13,11
COc1ccc(S(=O)(=O)N2CCc3ccccc32)cc1NC(C)=O,-0.2,1.0,-9,-6,-3.8,-11,1,1,8,-3
COc1ccc(C(c2sc3nc(C)nn3c2O)N2CCN(CCO)CC2)cc1OC (stereo unspecified),-0.1,0.0,1,0,-0.7,-4,0.9,0.9,-7,-8

# Next section, starting with the last five of the part before.
SMILES,Hsp70 act,RAM inhibit,Efa HMGR inh,TNAP inh hiacc,DTT redox prof,TNAP inh noacc,PMI activator,PMI act hi M6P,Lmaj promast,S1P3 antagonist
O=C(NCc1ccccc1)Nc1cccn(Cc2ccc(F)cc2)c1=O,-0.3,3.8,-2,2,-0.2,-6,0.9,0.9,3,-14
O=C(Cc1c(F)cccc1Cl)Nc1ccncc1,0.0,2.5,2,-5,-2.3,-16,1,1,6,3
Cc1cccc(NC(=S)NCc2ccc3c(c2)OCO3)c1C,-0.1,0.1,-3,-10,0.1,-7,1,0.9,13,11
COc1ccc(S(=O)(=O)N2CCc3ccccc32)cc1NC(C)=O,-0.2,1.0,-9,-6,-3.8,-11,1,1,8,-3
COc1ccc(C(c2sc3nc(C)nn3c2O)N2CCN(CCO)CC2)cc1OC (stereo unspecified),-0.1,0.0,1,0,-0.7,-4,0.9,0.9,-7,-8
Cc1cc2occ(CC(=O)Nc3nccs3)c2cc1C(C)C,-0.5,4.8,-4,-4,0.0,-10,0.9,0.9,-13,x
CCCCOc1ccc(-c2nnn(CCC(=O)N3CCOCC3)n2)cc1,0.4,-1.1,-4,-10,-0.3,-2,1,1,0,x
FC(F)(F)c1ccc(/C=N/NC(=S)NC2CCCCC2)cc1,-0.3,4.5,-3,0,0.7,-3,1,1,-6,-16
N#Cc1ccccc1NC(=O)COC(=O)CSc1nc2ccccc2o1,-0.4,2.0,0,-5,-5.8,-15,0.8,0.8,-4,-30
CCOC(=O)c1ccc(N2C(=O)C3CC=C(C)CC3C2=O)cc1 (stereo unspecified),0.0,0.8,-3,-2,-0.6,-12,0.9,0.9,-5,18
CCOC(=O)c1[nH]c2ccc(OC)cc2c1NC(=O)CN1CCc2ccccc2C1,-0.5,0.8,x,-9,-4.1,-10,0.8,0.9,19,x
CCN1C(=O)c2ccc(-c3nc4ccccc4c(=O)o3)cc2C1=O,-0.2,3.9,-3,-6,0.2,-9,1.1,1.2,-8,-22
CC(=O)N1c2ccccc2NC2=C(C(=O)CCC2)C1c1ccco1 (stereo unspecified),0.0,1.4,-7,-2,-1.0,-7,0.9,0.8,1,-7
CSCCC(NC(=O)c1cccc([N+](=O)[O-])c1)c1nc2ccccc2[nH]1 (stereo unspecified),-0.3,4.5,-7,-3,-0.6,-3,0.9,0.9,3,6
COc1cc(NC(=S)N2CCN(Cc3ccccc3)CC2)cc(OC)c1,-0.5,1.3,0,-2,-0.3,-2,0.8,0.9,1,5
NC1=NC2(CCC(c3ccccc3)CC2)n2c(nc3ccccc32)N1 (stereo unspecified),-0.4,0.8,-4,-13,0.9,-184,1,1,-5,-2
Cc1ccc(CCNS(=O)(=O)c2cnc[nH]2)cc1,-0.3,0.1,4,4,-3.3,-1,0.9,0.9,-6,1

# Reprinted from the part before: 2 entries, followed by the next part.
SMILES,Hsp70 act,RAM inhibit,Efa HMGR inh,TNAP inh hiacc,DTT redox prof,TNAP inh noacc,PMI activator,PMI act hi M6P,Lmaj promast,S1P3 antagonist
NC1=NC2(CCC(c3ccccc3)CC2)n2c(nc3ccccc32)N1 (stereo unspecified),-0.4,0.8,-4,-13,0.9,-184,1,1,-5,-2
Cc1ccc(CCNS(=O)(=O)c2cnc[nH]2)cc1,-0.3,0.1,4,4,-3.3,-1,0.9,0.9,-6,1
CCN1C(=O)c2cccc3c(NC(=O)c4ccc5c(c4)OCCO5)ccc1c23,-0.5,0.3,-3,-2,0.6,-4,0.9,0.8,-7,8
O=C(Nc1sc2c(c1C(=O)c1ccccc1)CCCC2)c1cccnc1,-0.5,3.3,-5,7,0.0,1,1,1,33,-2
CCN1CCN(c2nc3c(c(=O)n(C)c(=O)n3C)n2Cc2cccc3ccccc23)CC1,-0.2,0.7,-3,-4,-0.2,-8,0.9,0.9,13,-20
CC(C)Nc1nc(NC(C)C)nc(Nn2cnnc2)n1,0.7,2.0,0,-2,-0.1,-6,0.9,1,-4,-13
Cc1nn(CCCC(=O)NCCc2ccccc2)c(C)c1[N+](=O)[O-],-0.2,0.0,3,-7,-0.5,-13,1.1,1.1,-9,-5
Cc1cccc2cc(C(c3nnnn3CC3CCCO3)N3CCCc4ccccc43)c(=O)[nH]c12 (stereo unspecified),0.4,-0.4,-1,-7,1.9,-8,0.8,0.5,35,29
Cc1cc(C)cc(Nc2ccc([N+](=O)[O-])nc2[N+](=O)[O-])c1,-0.2,0.6,-4,0,-3.6,-7,1,0.9,43,x
O=S(=O)(Nc1ccc(Cc2ccncc2)cc1)N1CCCC1,-0.2,1.1,-1,-3,0.6,-14,1,1,-3,15
Cn1ncc([N+](=O)[O-])c1C(=O)Nc1ccc(C2CCCCC2)cc1,-0.1,1.1,-4,-2,-2.4,7,1,1,-11,-10
COc1ccccc1NC(=S)N(CCc1c(C)[nH]c2ccccc12)Cc1cccs1,0.1,5.8,-4,-4,0.1,-4,0.9,0.8,40,x
CC1CN(C)C(C)c2c1oc1ccc([N+](=O)[O-])cc21 (stereo unspecified),-0.4,1.4,-1,-8,0.3,-10,1,1,17,-16
Cn1c(Cc2ccccc2)nnc1SCC(=O)Nc1ccc2c(c1)OCCO2,-0.4,3.7,3,-1,-11,-7,1,1,0,3
Cc1ccccc1-n1c(C)c(C#N)c(=O)c(-[n+]2ccccc2)c1[S-],-0.1,1.6,0,-2,-1.9,-8,1.4,1.7,3,-15
CCOc1cccc(C2c3c(oc4ccccc4c3=O)C(=O)N2c2ccccn2)c1 (stereo unspecified),-0.1,3.0,-1,1,0.5,4,1,1.1,-4,-24
NC(=O)c1cccnc1Sc1ccc(Cl)cc1,-0.3,-0.7,-4,2,0.4,-6,1,1,33,-1
O=C(CSc1nnc(SCc2ccccc2)s1)N/N=C/c1ccc(Cl)cc1Cl,-0.4,-0.8,0,-2,1.3,-12,1,1.1,-2,-6
CCOc1ccc(CN2CCCC(CNC(=O)c3ccc(F)cc3)C2)cc1CO (stereo unspecified),-0.4,3.0,-1,1,-0.4,-2,1,0.9,-1,2
COc1ccc(/C=N/Nc2nonc2N)cc1OC,-0.3,1.5,0,-3,1.4,-10,1,1.1,2,x
O=C(CCCN1C(=O)c2ccccc2C1=O)Nc1ccc(S(=O)(=O)N2CCCCC2)cc1,-0.2,-0.2,-3,-3,0.3,-7,0.9,0.9,1,x
COc1ccc(S(=O)(=O)N2CCOCC2)c(C)c1C,-0.4,1.2,0,-5,-0.2,-11,0.9,0.9,-2,x
CCOc1ccc(C)cc1S(=O)(=O)N1CCCCC1,-0.4,-0.1,-4,-3,1.0,-12,1,1,1,0
CCCOC(=O)C1=C(C)OC23OC(N)=C(C#N)C12C(=O)c1ccccc13 (stereo unspecified),-0.3,0.0,-1,-3,-0.4,4,0.9,0.8,1,x
COc1ccc(-c2noc(-c3ccc4c(c3)OCO4)n2)cc1,0.0,2.3,-1,-8,2.5,1,1,1,-2,x
CCO[C@H]1OC(C(=O)NCc2ccccc2)=C[C@@H](c2ccccc2)[C@@H]1CCCO,0.1,-1.0,-3,-7,-0.5,-8,1,1.1,1,2
Cc1c[n+](C)ccc1CC1C([N+](=O)[O-])=C[N-]c2ncnn21 (stereo unspecified),-0.3,1.4,1,10,-1.3,2,1,1,-1,8
CCN(CC)c1ccc(C2C3CCCCC3(O)CCN2CC(=O)N2CCCCC2)cc1 (stereo unspecified),-0.5,0.9,-5,-9,0.1,-8,1,0.8,8,15
CCCC(=O)NC(Nc1ccccc1F)C(Cl)(Cl)Cl (stereo unspecified),-0.1,0.5,0,-5,-5.0,-9,0.9,1,10,x
COc1ccc(F)cc1S(=O)(=O)NC1CCCC1,-0.1,1.0,-6,-5,0.3,-7,1,1,-3,x
CCn1ncc(NC(=S)Nc2ccc3c(c2)OCO3)c1C(N)=O,0.0,-0.9,1,-6,-0.2,-14,0.9,0.4,-4,0
Cc1ccc(-c2cc(C(F)(F)F)n3ncc(C(=O)N4CCN(C)CC4)c3n2)cc1,-0.2,-1.0,0,1,1.3,-6,0.9,0.9,99*,-5
Cc1cc(-c2ccco2)n2c(nc3ccccc32)c1C#N,0.2,2.8,-7,0,0.0,-11,0.9,0.9,-4,30
CC(=O)Nc1ccc(S(=O)(=O)N2CCN(Cc3ccccc3[N+](=O)[O-])CC2)cc1,0.0,2.0,7,-4,-0.7,-18,1,1,-6,3
O=C1OC(Nc2ccc3ncccc3c2)c2ccccc21 (stereo unspecified),-0.5,2.2,4,-7,-3.4,-15,0.4,0.4,19,x
O=C(/C=C/c1ccccc1)NC(=S)NNS(=O)(=O)c1ccccc1,-0.1,5.3,2,-1,0.1,9,x,x,4,-1
CCOC(=O)C(CC)(CCC(=O)O)c1csc(N)n1 (stereo unspecified),-0.3,0.6,-3,-6,-0.4,-12,1,1.1,-4,x

# Screening results from PubChem BioAssay.
